High-throughput results deposited in PubChem BioAssay by several laboratories.
Wee1 stabilizer – blocks degradation of human Wee1 kinase | HeLa Luc-Wee1K328M stability, luciferase luminescence; 100% = proteasome inhibitor MG132 effect | reporter increase, % at 5 µM | hit rate 1.2% among 220,000 | AID 1321;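 active = activation above the mean of all tested compounds plus 3 SD, set per screening run, cut at about 8.8% in these data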;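 also: cells exposed to compound for 20 h before luminescence read; 0% = DMSO alone and 100% = MG132 at 30 µM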
eIF4E-4G inh – blocks eIF4E binding to eIF4G | P63073+Q04637 | TR-FRET eIF4E-eIF4GI(517-606) binding, 2 h | inhibition, % at 21.7 µM | hit rate 0.37% among 220,000;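 active = inhibition above about 30%, limit read from the data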;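 also: 0% = full FRET control wells and 100% = background wells lacking eIF4GI fragment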
S1P4 antag – human S1P4 receptor antagonism. AID 1510. S1P4-expressing cells, antagonist mode, reporter read-out. inhibition, % at 4.98 µM. hit rate 0.26% among 220,000; in the data active = inhibition above about 29%;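 also: 0% = wells stimulated with agonist and 100% = vehicle wells without agonist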
Target sequence (O95977 whole entry, looked up): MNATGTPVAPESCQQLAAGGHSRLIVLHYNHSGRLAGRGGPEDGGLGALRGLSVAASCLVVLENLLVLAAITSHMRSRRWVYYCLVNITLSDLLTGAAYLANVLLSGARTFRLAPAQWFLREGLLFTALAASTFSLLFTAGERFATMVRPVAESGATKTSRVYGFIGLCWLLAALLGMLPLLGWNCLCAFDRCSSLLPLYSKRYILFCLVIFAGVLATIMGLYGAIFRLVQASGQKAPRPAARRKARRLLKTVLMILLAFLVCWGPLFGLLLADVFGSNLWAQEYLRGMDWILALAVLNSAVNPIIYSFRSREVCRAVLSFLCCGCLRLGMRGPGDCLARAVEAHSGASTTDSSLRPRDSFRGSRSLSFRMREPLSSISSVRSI
BaF3 tox – counter-screen for JAK2V617F inhibitors: parental Ba/F3 viability inhibitors. inhibition, % at 5.6 µM. CellTiter-Glo ATP luminescence. hit rate 1.1% among 220,000. AID 1486;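 active = inhibition above a per-campaign cutoff, the mean inhibition of all tested compounds plus 3 SD, cut at about 27% in these data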;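 also: 0% = DMSO wells and 100% = JAK Inhibitor I control wells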
PERK inh – blocks human PERK kinase; AID 1416; CHO PERK-DD fusion, SEAP luminescence translation reporter; Q9NZJ5; hit rate 0.17% among 220,000; inhibition, % at 5.6 µM;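 active = inhibition above the mean inhibition of all tested compounds plus 3 SD, set separately per screening campaign, cut at about 2.9% in these data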;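 also: PERK kinase domain activated by AP20187 dimerizer at 100 nM; 0% = DMSO with dimerizer and 100% = rapamycin at 8.4 µM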
Ba/F3 V617F tox – lowers viability of Ba/F3 cells expressing EpoR and JAK2V617F; AID 1446; inhibition, % at 5.6 µM; ATP luminescence; hit rate 1.1% among 220,000;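 active = inhibition above the campaign mean plus 3 SD over all tested compounds, cut at about 24% in these data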;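 also: cytokine-independent growth of Ba/F3 cells driven by EpoR plus mutant JAK2; 0% = DMSO-treated cells and 100% = JAK inhibitor I control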
Mdm2 ligase inh – blocks human Mdm2 ubiquitin ligase activity | Q00987 | cell-based MDM2 ubiquitination luciferase reporter, 2 h; 0 = plate control, 100 = twice control, blank-subtracted | signal enhancement, % at 5 µM | hit rate 0.11% among 210,000 | AID 1230;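 active = signal enhancement of 30% or more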;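 also: luminescence tracks abundance of the self-degrading MDM2-luciferase fusion protein; higher signal means inhibition of MDM2 E3 ligase activity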
Target sequence (Q00987 whole entry, looked up, the tested form may be a part): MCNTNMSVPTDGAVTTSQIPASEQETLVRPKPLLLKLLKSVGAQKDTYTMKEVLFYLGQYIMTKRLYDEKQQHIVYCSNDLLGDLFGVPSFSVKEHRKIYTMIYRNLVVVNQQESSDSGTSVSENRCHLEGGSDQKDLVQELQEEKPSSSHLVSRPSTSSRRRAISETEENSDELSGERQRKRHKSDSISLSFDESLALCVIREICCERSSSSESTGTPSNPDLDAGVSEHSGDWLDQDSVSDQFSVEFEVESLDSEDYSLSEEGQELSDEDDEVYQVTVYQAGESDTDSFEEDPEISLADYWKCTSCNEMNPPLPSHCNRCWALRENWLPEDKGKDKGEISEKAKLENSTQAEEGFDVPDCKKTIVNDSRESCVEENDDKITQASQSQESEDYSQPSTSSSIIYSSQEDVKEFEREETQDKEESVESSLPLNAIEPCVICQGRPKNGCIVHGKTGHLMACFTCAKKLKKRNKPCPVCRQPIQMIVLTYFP
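Assay system: mammalian cells stably expressing self-ubiquitinating, self-degrading MDM2 E3–luciferase fusion. Quantity: 2000 cells in each well. Medium: DMEM culture medium. Compound dosing: single-point 5 µM. Timing: cell settling 4 h, compound treatment 2 h, both 37 °C. Technique: luciferase luminescence. Read-out basis: percent signal gain over controls, blank-subtracted. Benchmarks: plate controls and plate blanks.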
NPY2 pot ag – human NPY-Y2 potentiation or agonism, primary screen | P49146 | cells expressing NPY-Y2, potentiator/agonist read-out | activation, % at 3.6 µM | hit rate 0.45% among 220,000 | AID 1359; in the data active = activation above about 27%;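 also: cells stimulated with NPY near EC25 plus isoproterenol at EC100; 0% = vehicle plus submaximal agonist and 100% = vehicle plus saturating agonist; some results beyond the cut were filed as inactive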
S1P4 ag – agonists of human S1P4 receptor. activation, % at 4.98 µM. hit rate 0.35% among 220,000. S1P4-expressing cell line, agonist reporter assay; in the data active = activation above about 11%;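 also: 0% = DMSO vehicle and 100% = reference agonist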
Active calls of the source: *; x = not tested or not shown; [ ] = remark or other dose.

(1) O=C(OCC(=O)N1CCN(C(=O)COC(=O)c2ccncc2)CC1)c1ccncc1
(2) COc1ccc(-c2c[nH]c(=O)[nH]c2=O)cc1OC
(3) CCCOc1ccc(C(=O)CCC(=O)OCC(=O)Nc2cc(C)on2)cc1
(4) Cc1c(C(N)=O)sc2ncn(CC(=O)N3CCC(C)CC3)c(=O)c12
(5) O=C(CSc1nnc(SCC(=O)c2ccco2)s1)c1ccco1
(6) COC(=O)c1ccccc1NC(=O)C1COc2ccccc2O1 (centres undefined)
(7) Cc1ccccc1OCCNC(=O)c1ccccc1Sc1ccccc1C#N
(8) CCC(C)NC(=O)Cn1nc(C(F)(F)F)c2c1CCC2 (centres undefined)
(9) Cc1sc2c(c1C)c(=O)n(-c1ccc(Cl)cc1)c(=O)n2Cc1cc(=O)n2ccccc2n1
(10) CCCCNC(=O)CCCCCNS(=O)(=O)c1ccc(Br)cc1

Assay by compound	1	2	3	4	5	6	7	8	9	10
Wee1 stabilizer	-4	1	-1	0	-1	0	6	-2	-3	1
eIF4E-4G inh	-4	3	1	-1	8[fluorescence artefact?]	0	-2	6	7	-1
S1P4 antag	-2	-2	-6	-10	-8	7	-14	-12	-4	-16
BaF3 tox	3	4	3	4	0	4	5	3	6	4
PERK inh	0.2	2.0	0.7	0.8	0.5	-0.5	-0.6	0.1	0.2	1.3
Ba/F3 V617F tox	4	-2	-1	-1	-3	-1	1	0	1	1
Mdm2 ligase inh	-6	-7	-8	-9	-31	-13	-4	-3	15	4
NPY2 pot ag	0	-4	-4	3	0	-17	-11	-1	-1	21
S1P4 ag	-0.5	0.2	-0.9	-0.5	-1.9	-0.1	-0.8	0.4	0.7	1.4

(11) O=C(NC1CCCC1)C1c2ccccc2C(=O)N1C1CCCCC1 (centres undefined)
(12) Cc1ccc(-c2cc(C(=O)NC3=NCCS3)c3cc(Br)ccc3n2)o1
(13) Cn1c(SCC(=O)OCc2ccccc2)nnc1-c1ccco1
(14) Cc1cc(C)nc(SCC(=O)Nc2ncc(C(F)(F)F)cc2Cl)n1
(15) O=C(CSc1nc2ccc(Cl)cc2[nH]1)NCc1ccco1
(16) Cc1ccc(S(=O)(=O)CC(=O)N2CCCC2)cc1
(17) Cc1cccc(/N=C/c2c(O)n(Cc3ccc4c(c3)OCO4)c(=O)c3ccccc23)n1
(18) CCCN(CCC)CC(O)COc1ccc2c(c1)OCO2 (centres undefined)
(19) O=C(NCC(=O)N(CCN1CCOCC1)C(C(=O)NC1CCCC1)c1cccnc1)c1cccs1 (centres undefined)
(20) CCCCN(CC)Cc1ccc(CNC(=S)Nc2ccc(C)cc2Cl)o1

Assay by compound	11	12	13	14	15	16	17	18	19	20
Wee1 stabilizer	0	0	-3	1	-2	2	5	-3	-2	2
eIF4E-4G inh	1	-7[fluorescence artefact?]	-5	0[fluorescence artefact?]	11	-1	-2	0	2	-1
S1P4 antag	-6	-11	-1	-19	10	-6	-2	-7	-11	1
BaF3 tox	1	0	2	8	-1	3	1	2	8	4
PERK inh	0.2	-0.5	1.1	0.1	0.8	-0.5	1.5	0.3	-0.6	0.8
Ba/F3 V617F tox	-1	-2	-3	4	-6	-2	-2	-2	3	1
Mdm2 ligase inh	-10	-10	-26	-12	-23	-5	0	-11	-1	x
NPY2 pot ag	2	9	1	0	2	-17	-8	3	-22	-12
S1P4 ag	0.5	0.7	-0.9	4.4	-0.6	-1.4	0.3	1.1	0.3	-1.4

(21) CCOC(=O)c1csc(-c2sccc2Br)n1
(22) COC(=O)C(N)Cc1ccc(O)c(O)c1 (centres undefined)
(23) O=C(CSc1nnc(SCc2ccc(Cl)cc2)s1)N1CCOCC1
(24) NC1=NC(=O)C2(COC(c3cccnc3)OC2)S1 (centres undefined)
(25) CC1CCN(C(=S)NC(=O)c2ccccc2)CC1
(26) COc1cc(C)c(C(C)C)cc1S(=O)(=O)n1cnc(C)c1
(27) COc1ccc(CCNC(=O)CN(c2ccc(OC)c(OC)c2)S(C)(=O)=O)cc1OC
(28) CC(COc1ccccc1)N(CCCl)Cc1ccccc1 (centres undefined)
(29) O=C1C2CC=C(Cl)CC2C(=O)N1CCCCCCN1C(=O)C2CC=C(Cl)CC2C1=O (centres undefined)
(30) COc1ccc(OC)c(C(=O)Cn2nnc3ccccc3c2=O)c1

Assay by compound	21	22	23	24	25	26	27	28	29	30
Wee1 stabilizer	1	-2	-2	-3	1	4	-2	3	-2	-1
eIF4E-4G inh	3	-1[fluorescence artefact?]	0	5	0	5	6	1	13	1
S1P4 antag	11	-3	-18	-14	-10	-2	-14	-3	-4	-19
BaF3 tox	2	7	2	0	0	16	0	8	7	-1
PERK inh	0.2	0.7	0.2	0.3	0.2	0.9	-0.1	1.6	-1.8	0.2
Ba/F3 V617F tox	-2	2	-1	-3	-3	63*	1	0	-1	-4
Mdm2 ligase inh	-48	-3	-12	-10	-13	-6	-8	x	x	4
NPY2 pot ag	-6	7	-6	3	-9	-5	-15	-6	-3	3
S1P4 ag	0.5	1.0	0.1	-3.9	0.0	-0.4	1.2	2.4	-4.5	0.8

(31) Cc1ccc(C(=O)NCC(=O)OCC(=O)c2c(N)n(C)c(=O)n(C)c2=O)s1
(32) O=C(N/N=C/c1cccnc1)C12CC3CC(CC(C3)C1)C2
(33) O=[N+]([O-])c1ccc(Cl)c2cccnc12
(34) O=C(Nc1cccc(Br)c1)c1ccn[nH]1
(35) C/C(CC(=O)Nc1ccc(Cl)cc1)=N\NC(=O)C(=O)NCCO
(36) O=C(CSc1nc(-c2ccccc2)cc(=O)[nH]1)N1CCc2ccccc21
(37) Cc1occc1C(=O)Nc1nnc(-c2cccs2)s1
(38) COc1ccc(CCn2ccc(O)c(Cc3ccc(Cl)cc3)c2=O)cc1OC
(39) Cc1cc(NC(=O)c2ccccc2Cl)n(C(C)(C)C)n1
(40) O=C(CCn1c(=S)[nH]c2ccccc2c1=O)NCCc1ccccc1

Assay by compound	31	32	33	34	35	36	37	38	39	40
Wee1 stabilizer	1	-4	0	0	2	-1	5	0	0	-2
eIF4E-4G inh	2[fluorescence artefact?]	-1	0	-5	0	3	-5	-3	2	1
S1P4 antag	0	-17	-4	-3	-16	-15	15	-10	7	-4
BaF3 tox	2	1	5	-1	9	0	8	3	-4	3
PERK inh	0.5	0.5	0.6	0.6	1.1	1.7	0.4	-0.1	1.1	0.0
Ba/F3 V617F tox	4	2	-2	-2	-1	-3	-1	4	-2	-2
Mdm2 ligase inh	-1	-14	-2	-8	-19	-20	4	-20	-13	3
NPY2 pot ag	-9	5	2	6	5	-2	-14	-3	-8	-6
S1P4 ag	-0.3	-1.4	0.5	0.8	-0.8	0.0	0.5	-0.7	-0.2	0.4

(41) CC(=O)N1Cc2cc(N)ccc2Oc2ccccc21
(42) O=C(C1=NNC2C(=O)N(c3ccccc3)C(=O)C12)c1nc(Cl)ccc1Cl (centres undefined)
(43) Cc1ccc(C(=O)c2c[nH]cc2-c2ccccc2)cc1
(44) Brc1cccc(OCCCN2CCCCCC2)c1
(45) O=C(NCCNc1ccc([N+](=O)[O-])cc1C(F)(F)F)c1ccccc1F
(46) COC(=O)c1sccc1-n1cccc1C(=O)NCc1ccccc1
(47) Cc1ccccc1OCCC(=O)OCC(=O)Nc1ccc(C(N)=O)cc1
(48) COc1cc(C2c3c([nH]c(=O)[nH]c3=O)Nc3ccc4ccccc4c32)cc(OC)c1OC (centres undefined)
(49) Cn1cc(/C=C(\C(=O)O)C(C(=O)O)=C2CCCCC2)c2ccccc21
(50) CCCCN(C)S(=O)(=O)c1ccc(C(=O)Nc2nnc(CSC)o2)cc1

Assay by compound	41	42	43	44	45	46	47	48	49	50
Wee1 stabilizer	-1	4	1	1	-1	-2	2	-2	-2	5
eIF4E-4G inh	1	6	0[fluorescence artefact?]	-1	2	2	1	5	-4	-3[fluorescence artefact?]
S1P4 antag	16	-10	-6	-10	-16	1	1	4	-10	-20
BaF3 tox	12	1	3	9	8	-5	4	5	0	4
PERK inh	0.3	1.5	1.2	0.6	0.0	-1.0	0.4	1.1	1.6	0.0
Ba/F3 V617F tox	4	-2	-3	7	0	-4	-2	4	-1	3
Mdm2 ligase inh	-4	22	-1	1	-2	-5	-4	1	-4	6
NPY2 pot ag	4	7	0	-10	0	9	-26	-8	17	7
S1P4 ag	-0.7	0.9	-1.4	2.6	-2.0	1.0	-2.1	-0.5	0.1	-0.3

(51) c1ccc2c(c1)oc1c(Nc3ccc(CN4CCOCC4)cc3)ncnc12
(52) CCOc1c2ccc(C(=O)NCC34CC5CC(CC(C5)C3)C4)cc2nn1CC
(53) CC(=O)N1CCN(C(=O)CCc2nc3ccccc3c(=O)[nH]2)CC1
(54) Cn1c(=O)c2c(nc(NCCCN3CCOCC3)n2Cc2ccc(Cl)cc2)n(C)c1=O
(55) O=C(COC(=O)c1ccc(O)cc1)Nc1ncc(Cl)cc1Cl
(56) O=C(/C=C/c1ccc(Cl)cc1Cl)Nc1cccc(S(=O)(=O)NC2=NCCC2)c1
(57) c1ccc(-c2nnc3sc(-c4csc5c4CCCC5)nn23)cc1
(58) Cc1nc(N)sc1C(=O)N1N=N1
(59) O=C(CN1CCOCC1)NCc1ccccc1
(60) O=C(CSc1cccc(C(F)(F)F)c1)NC(=O)NCc1ccco1
(61) c1cnc2ccc(C(c3nnnn3C3CCCC3)N3CCSCC3)cc2c1 (centres undefined)
(62) O=C(COC(=O)Cn1nnc2ccccc21)Nc1ccccc1Br

Assay by compound	51	52	53	54	55	56	57	58	59	60	61	62
Wee1 stabilizer	3	-2	0	-1	-2	4	3	3	-1	1	-1	1
eIF4E-4G inh	-6	6	-9	x	9	0	-2	-1	4[fluorescence artefact?]	3	18	-9
S1P4 antag	-11	1	-11	-22	-2	7	-2	6	-1	-24	-2	-10
BaF3 tox	4	1	2	2	2	1	0	-2	7	3	0	0
PERK inh	-0.2	-0.5	0.5	-0.8	0.1	0.8	-0.8	0.4	0.6	0.7	-1.4	0.4
Ba/F3 V617F tox	-1	0	-1	-2	-1	0	-1	-1	2	1	-1	-4
Mdm2 ligase inh	-5	-16	x	x	-9	-52	-5	-11	-23	-1	4	-13
NPY2 pot ag	-12	-6	-10	16	-12	-5	-30	-4	-16	-1	-11	3
S1P4 ag	-1.9	0.2	-2.1	-0.3	-2.1	-0.7	0.9	-0.8	-0.1	0.1	1.6	0.2

Not a hit list, and some 4.1% of all compounds hit somewhere here.
